Assay outcomes deposited in PubChem by several laboratories.
MCL1 BIM primary: disrupts human MCL1 binding to BIM-BH3 peptide; GST-MCL1 / FITC-Bim-BH3 fluorescence polarization; Q07820; inhibition, % at 10.9 µM; AID 2057; actives 0.68% (n = 320,000);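 active means inhibition above the mean inhibition of all tested compounds plus 3 SD, set per campaign, cut at about 40% in these data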;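 further: 0% = DMSO wells and 100% = unlabeled Bim-BH3 peptide control; higher means more loss of mP so more displacement of Bim peptide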
Bcl-xL primary: blocks human Bcl-xL binding to Bim BH3 peptide; Q07817; GST-Bcl-xL / FITC-Bim BH3 peptide fluorescence polarization; inhibition, % at 10.9 µM; actives 0.7% (n = 320,000); AID 2129;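 active means inhibition above the mean of all tested compounds plus 3 SD, cutoff set per campaign, cut at about 30% in these data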;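 further: 0% = DMSO wells and 100% = unlabeled Bim-BH3 peptide competitor; inhibitors lower millipolarization by displacing the labeled peptide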
AGP1-GFP MLPCN: alters AGP1-GFP fluorescence in TOR pathway yeast screen | S. cerevisiae AGP1-GFP multiplex flow cytometry, 3 h; GFP as percent of DMSO wells | GFP response vs DMSO, % at 10 µM | actives 0.02% (n = 320,000) | AID 2066;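 active means GFP response relative to DMSO above a set limit, near screen average plus 3 SD, cut at about 150% in these data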;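 further: median GFP channel fluorescence of the gated AGP1 strain per well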
GLD-1 RNA inh: GLD-1-TGE RNA interaction inhibition (C. elegans). Q17339. purified GLD-1 + fluorescein TGE RNA, fluorescence polarization. inhibition, % at 5.96 µM. actives 0.44% (n = 320,000);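 active means percent inhibition above a per-plate cutoff, the plate mean of test compounds plus 3 SD, cut at about 30% in these data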;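 further: 0% = DMSO wells with GLD-1 and probe and 100% = wells lacking GLD-1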
Fam108B inh: blocks mouse Fam108B hydrolase in RBBP9 counter-screen. inhibition, % at 9.51 µM. actives 0.33% (n = 300,000). recombinant Fam108B, FP-Rh probe fluorescence polarization;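 active means inhibition above the screen mean inhibition plus 3 SD, computed separately per campaign, cut at about 18% in these data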;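 further: inhibitors lower polarization as less probe binds the enzyme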
VLA-4 inh: inhibition in a human VLA-4 binding assay; VLA-4 expressing cells, ligand binding flow cytometry; inhibition, % (about 7 µM as worked out from the volumes in the protocol); AID 2557; actives 0.2% (n = 330,000); in the data active means inhibition above about 50%
MEX-5 binding: C. elegans MEX-5 TCR-2 RNA binding activity; Q9XUB2; MEX-5/FITC-TCR2 RNA binding, fluorescence polarization; hits give low values; activity score (negative = inhibition of binding), % at 10 µM; actives 0.38% (n = 300,000); AID 1832;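 active means inhibition past about -25% in most replicates, and total fluorescence under double the plate's negative control median, limit read from the data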;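 further: 0% = DMSO and -100% = 5 µM competing unlabeled TCR2 RNA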
GRK2 inh: human GRK2 inhibition via aptamer displacement. P25098. inhibition of aptamer binding, % at 10 µM. bead flow cytometry, FAM-aptamer displacement from GRK2. actives 0.59% (n = 330,000);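 active means inhibition of aptamer binding above 40%, roughly 3 SD of noise, on plates passing a quality check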;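 further: median bead fluorescence of bound FAM aptamer so fluorescent compounds give negative values; no value below 0 was filed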
CIT2-GFP yeast: yeast TOR pathway CIT2-GFP modulation; S. cerevisiae CIT2-GFP strain, flow cytometry, 3 h; 100 means same as DMSO wells; actives 0.065% (n = 320,000); GFP response vs DMSO, % at 10 µM;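 active means GFP response relative to DMSO above a set limit, near the screen mean plus 3 SD, cut at about 150% in these data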;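 further: ratio of well median GFP fluorescence to mean of DMSO wells on the plate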
Active calls of the source: *; · = not tested or not shown.

SMILES | MCL1 BIM primary | Bcl-xL primary | AGP1-GFP MLPCN | GLD-1 RNA inh | Fam108B inh | VLA-4 inh | MEX-5 binding | GRK2 inh | CIT2-GFP yeast
O=C(NC(NC(=O)c1ccccc1)c1ccccc1)c1ccccc1 | 1 | 3 | 102 | 6 | 3 | 7 | -1.1 | 0 | 94
O=C(CN(Cc1cccs1)S(=O)(=O)c1ccc(S(=O)(=O)NC2CCCCC2)cc1)Nc1ccccc1 | 3 | 4 | 97 | 2 | -45 | 6 | 1.8 | 5 | 101
CCn1c(Oc2ccc(F)cc2)nc2c1c(=O)n(C)c(=O)n2C | -4 | 1 | 88 | 3 | 1 | 2 | -0.2 | 0 | 97
COc1cc(-c2nnc3sc(-c4cccs4)nn23)cc(OC)c1OC | 0 | 2 | 98 | 2 | -6 | 1 | -0.1 | 0 | 89
CN1CCN(c2nc3c(c(=O)n(C)c(=O)n3C)n2CCSc2nc3ccccc3s2)CC1 | 5 | 10 | 97 | 0 | -4 | -3 | · | 0 | 97
CCN(CC)CC(=O)Nn1c(C)nc2c(ncn2-c2ccccc2)c1=O | 4 | 4 | 122 | 2 | 3 | -10 | -1.3 | 0 | 111
COc1ccc(Nc2ncnc3sccc23)cc1OC | -19 | 2 | 100 | -1 | 2 | -7 | 0.2 | 1 | 104
COc1cc(/C=N/NC(=O)C(=O)Nc2ccccn2)ccc1O | 5 | -2 | 99 | -2 | 1 | 15 | -2.0 | 0 | 114
Cc1nc2c(cc1C#N)C(=O)c1ccccc1-2 | 11 | 11 | 101 | 4 | 0 | 1 | -0.1 | 1 | 111
COc1ccc(N2CC(C(=O)Nc3nnc(SCC(=O)NC4CCCC4)s3)CC2=O)cc1 (centres undefined) | 3 | 4 | 101 | 2 | -1 | -15 | 2.0 | 0 | 101
COc1ccc(C(=O)CSc2nnc(CNC(=O)c3ccc(OC)cc3)n2C)cc1 | -5 | -5 | 102 | -1 | -4 | 7 | 1.1 | 0 | ·
COc1ccc(N(CC(=O)NCc2ccc3c(c2)OCO3)C(=O)c2csnn2)cc1 | 2 | 2 | 102 | -4 | 4 | 1 | 4.1 | 1 | 105
CN(CC(=O)Nc1ccc(N2CCOCC2)cc1)C(=O)CCc1cc(C(C)(C)C)c(O)c(C(C)(C)C)c1 | 2 | 2 | 118 | 5 | -3 | 16 | 1.4 | 0 | 102
COc1cc(/C=N/NC(=O)C(=O)NCC2CCCO2)ccc1OCC(=O)N1CCOCC1 (centres undefined) | 7 | 5 | 126 | 6 | 2 | 8 | 2.1 | 2 | 109
Cc1c(Cl)c(C(=O)N2CCCc3ccccc32)nn1C | 1 | 3 | 95 | 2 | 5 | 6 | 0.0 | 0 | 90

Some of the entries so far, with two lines to a compound:
Results follow in this order: MCL1 BIM primary, Bcl-xL primary, AGP1-GFP MLPCN, GLD-1 RNA inh, Fam108B inh, VLA-4 inh, MEX-5 binding, GRK2 inh, CIT2-GFP yeast
O=C(CN(Cc1cccs1)S(=O)(=O)c1ccc(S(=O)(=O)NC2CCCCC2)cc1)Nc1ccccc1
  3, 4, 97, 2, -45, 6, 1.8, 5, 101
COc1cc(/C=N/NC(=O)C(=O)Nc2ccccn2)ccc1O
  5, -2, 99, -2, 1, 15, -2.0, 0, 114
Cc1nc2c(cc1C#N)C(=O)c1ccccc1-2
  11, 11, 101, 4, 0, 1, -0.1, 1, 111

The results go on.
SMILES | MCL1 BIM primary | Bcl-xL primary | AGP1-GFP MLPCN | GLD-1 RNA inh | Fam108B inh | VLA-4 inh | MEX-5 binding | GRK2 inh | CIT2-GFP yeast
CCSc1ccccc1C(=O)NCc1ccco1 | 2 | 1 | 97 | 4 | 3 | -1 | -1.1 | 0 | ·
O=C(Nc1ccc2c(c1)oc1ccccc12)c1ccc2c(c1)OCO2 | 5 | 2 | 108 | -6 | 0 | 27 | 0.5 | 0 | 107
CC(=O)c1c(C)[nH]c(C(=O)N2CCc3ccccc3C2)c1C | 0 | -1 | · | 6 | 0 | 7 | 1.2 | 7 | 96
Cc1cc(NC(=O)c2cccc(S(=O)(=O)N3CCCCCC3)c2)no1 | -3 | 0 | 95 | -4 | -5 | 10 | -0.3 | 0 | 93
COc1cccc(CN2CCNC(=O)C2CC(=O)NCCN2CCOCC2)c1OC (centres undefined) | 5 | 8 | 96 | 7 | 5 | 5 | -2.0 | 4 | 98
CCN(CC)S(=O)(=O)c1ccc2c(c1)c(=O)c(C(=O)N1CCc3ccccc3C1)cn2C | 2 | 4 | 103 | -7 | 2 | 7 | 3.3 | 0 | 97
COc1cc(/C=N/NS(=O)(=O)c2ccccc2)ccc1OS(=O)(=O)c1ccc(C)cc1 | -5 | 3 | 116 | 0 | 5 | 5 | 2.7 | 1 | 97
COc1ccc(C2CC(c3ccc([N+](=O)[O-])cc3)=NN2C(C)=O)cc1 (centres undefined) | 9 | 3 | 98 | 3 | 0 | -4 | 2.5 | 0 | 102
O=C(NCc1ccccc1)C(Cc1ccccc1)NS(=O)(=O)c1cccc2nsnc12 (centres undefined) | -7 | -1 | 97 | 0 | 0 | 5 | 0.2 | 2 | 100
CC(=O)NC1(NC(C)=O)CCN(C)C(c2ccccc2)C1C (centres undefined) | 7 | 5 | 112 | -11 | 8 | -4 | -2.2 | 7 | 104
C=CCSc1nnc(NC(=O)C23CC4CC(CC(NC(C)=O)(C4)C2)C3)s1 | 0 | -3 | 92 | -3 | -1 | -17 | 0.9 | 5 | 93
CCOc1cc(N2CCOCC2)c(OCC)cc1NC(=O)CSc1nnc(N)s1 | · | · | 106 | 1 | · | -2 | · | 0 | 112
CCOC(=O)c1oc2ccccc2c1COC(=O)CNC(=O)c1cccc(C)c1 | -1 | 2 | 98 | 6 | -4 | -1 | -0.6 | 0 | 102
CC(=O)c1c(C)[nH]c(C(=O)OCC(=O)NCCc2ccc(F)cc2)c1C | 6 | 6 | 97 | 5 | -2 | 0 | 2.1 | 0 | 100
CCNC(=S)Nc1ccc(Cl)c([N+](=O)[O-])c1 | 6 | 2 | 100 | 2 | 1 | 17 | -4.6 | 0 | 91
Cn1cccc1C(C#N)(CC#N)c1cccc(F)c1C#N (centres undefined) | 3 | 3 | 103 | -13 | 1 | 3 | -1.1 | 0 | 97
COC(=O)CNC(=O)Cc1c(C)n(C(=O)c2ccc(Cl)cc2)c2ccc(OC)cc12 | 5 | 2 | 97 | 10 | 3 | 14 | 1.5 | 1 | 97
CCCc1[nH]nc2c1C(Cc1ccccc1)C(C#N)=C(N)O2 (centres undefined) | -4 | 5 | 93 | 5 | 4 | -3 | 4.2 | 2 | 91
CCOC(=O)C1=C(Nc2cccc(Cl)c2)OCC1=O | 1 | 2 | 105 | 9 | -3 | 8 | -0.8 | 0 | 117
CN(Cc1cccc([N+](=O)[O-])c1)Cc1cccc2ccccc12 | · | · | 88 | · | · | -4 | 2.5 | 0 | 99
COc1ccccc1C(=O)Oc1ccc(C(C)C)cc1 | 3 | 4 | 98 | 5 | -1 | -2 | -1.2 | 0 | 97
Cc1ccc(OC(=O)c2sc(Cl)nc2C)cc1C | 0 | 0 | 99 | 0 | 5 | -3 | -1.7 | 0 | 110
COc1ccc(-c2csc(NC(=O)c3ccc(C(C)(C)C)cc3)c2C(=O)O)cc1 | 7 | 3 | 89 | 3 | 6 | 7 | -1.4 | 0 | 83
CN1/C(=C\C(=O)c2oc3ccccc3c2N)C(C)(C)c2ccccc21 | -2 | 2 | 103 | 4 | -3 | 23 | 1.8 | 1 | 89
COc1cccc(C(=O)CSc2nnc(-c3cccs3)o2)c1 | -4 | -1 | 109 | 7 | 2 | 17 | 0.6 | 1 | 98
O=C(Cc1ccccc1)N1CCN(S(=O)(=O)c2ccc([N+](=O)[O-])cc2)CC1 | 3 | 4 | 104 | 3 | -1 | 11 | -0.4 | 0 | 96
CCn1cc(CCCC(=O)NCc2cccc(OC)c2)c2ccccc21 | · | · | 92 | · | · | 11 | 1.3 | 0 | 90
O=C(NC1CCN(c2ncccn2)CC1)c1c(F)cccc1F | 0 | 5 | 106 | -3 | 1 | 13 | 0.3 | 0 | 104
C=CCOc1nc(N2CCCC2)nc(N2CCCC2)n1 | -3 | 1 | 97 | 8 | 0 | 0 | 0.2 | 0 | 95
Cc1coc2cc3oc(=O)c(CCC(=O)NCc4ccccn4)c(C)c3cc12 | -1 | 1 | 97 | 3 | 1 | 3 | 1.6 | 0 | 98
CCCNC(=O)c1ccc(N2CCC3(CC2)CC(c2cccc(Br)c2)=NO3)c(N)c1 | 9 | 7 | 90 | 7 | 0 | 15 | · | 1 | 115
COc1ccc(CC2(CO)CCN(Cc3cnn(-c4ccccc4OC)c3)CC2)cc1 | 2 | 0 | 95 | -2 | -3 | 3 | -0.2 | 2 | 89
COc1ccc(CCNC(=O)NC2CCCCC2)cc1OC | -5 | 8 | 104 | 1 | -1 | 9 | 1.0 | 3 | 108
CC(C)[C@H](NC(=O)N1CC(=O)Nc2ccccc21)C(=O)N[C@@H](Cc1c[nH]c2ccccc12)C(=O)O | -3 | 5 | 102 | -8 | 1 | 2 | -0.8 | 1 | 98
Cc1c(OCC(=O)NC(Cc2ccc(Cl)cc2)C(=O)O)ccc2c1oc(=O)c1ccccc12 (centres undefined) | 10 | 12 | 98 | 4 | -25 | -8 | -3.0 | 0 | 93
O=C(N/N=C\c1ccc(Sc2ccccn2)o1)c1cccc(F)c1 | 0 | 0 | 86 | 10 | 0 | 14 | 1.4 | 0 | 99
CC1(C)CC(=O)C2=C(C1)OC(N)=C(C#N)C2CCc1ccccc1 (centres undefined) | 2 | -1 | 101 | 2 | -2 | 9 | · | 2 | 99
CCOc1ncccc1C(=O)Nc1ccc(F)cc1 | 1 | 4 | 93 | 5 | -1 | 5 | 0.1 | 0 | 111
CCn1c(SCC(=O)O)nnc1-c1ccccc1 | 9 | 5 | 103 | -4 | 1 | 5 | 0.7 | 1 | 98
Cc1ccccc1-n1c(C)nnc1SCC(=O)NNC(=O)c1ccccc1 | -2 | 3 | 96 | -2 | -6 | 12 | 0.7 | 0 | 98
Cc1cccn2cc(CCNS(=O)(=O)c3cccc([N+](=O)[O-])c3)nc12 | 8 | 5 | 102 | -6 | -2 | -3 | · | 3 | 91
COc1ccc(C2=NN(C(C)=O)C(c3cccs3)C2)cc1OC (centres undefined) | · | · | 100 | · | · | -6 | 2.3 | 6 | 98
COC(/C=C/Nc1ccc(Br)cc1)=C(C#N)C#N | 0 | 0 | 104 | 8 | 2 | 2 | -2.0 | 1 | 97
CCN(CC)S(=O)(=O)c1ccc(O)c(C(=O)OCC(=O)Nc2ccc(OC(F)(F)F)cc2)c1 | -5 | -2 | 86 | -4 | -10 | 12 | -0.2 | 0 | 89
CC(=O)N(Cc1cc(=O)[nH]c2ccccc12)c1ccc(C)cc1 | 1 | 2 | 88 | 1 | 0 | -3 | -0.2 | 3 | 90
COc1ccc(N2C(=O)CC(N(CCc3ccccc3)C(=O)/C=C/C(=O)O)C2=O)cc1 (centres undefined) | -4 | 4 | 134 | 0 | -1 | 14 | -2.8 | 2 | 100
COc1ccc(S(=O)(=O)N2CCN(C(=O)[C@H](Cc3ccccc3)NC(=O)c3ccco3)CC2)cc1 | 4 | 2 | 99 | 5 | · | -13 | · | 0 | 100
O=C(O)c1ccccc1C(=O)NCc1ccccc1 | -8 | 3 | 112 | 2 | -11 | -1 | 0.0 | 0 | 101
COc1ccccc1-c1sc2ccccc2c1-c1ccc2c(c1)OCCO2 | -5 | -2 | 100 | 1 | · | -2 | · | 3 | 100
Cc1ccc2[nH]c(O)c(N=Nc3nc4ccccc4s3)c2c1 | 22 | 10 | 99 | -3 | 7 | -41 | -0.3 | 1 | 111
